PTAP TSG101 blk: qHTS Assay for Iinhibitors of HIV-1 Budding by Blocking the Interaction of PTAP/TSG101; 340,000 tested, under 10 active; Potency, µM (doses to about 115 µM), for the others: at the highest dose activity change, negative = inhibition, most hits filed as inhibitors; Fluorescence polarization, FITC-PTAP peptide / Tsg101 binding; Tumor susceptibility gene 101 protein (Homo sapiens), Q99816; AID 493005, 2010; active = well fitted inhibition curve with a large enough effect in the main read-out, with a control signal flat, not every such curve was filed as active; inconclusive = small, poorly fitted or top-dose-only effect, or effect the other way, or a change in a side signal; inactive = no such curve, though single readings can be large or run the other way; note: potency is the fitted concentration of half-maximal effect; % of control where 0% means no effect
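Compounds were pin-transferred onto Tsg101 binding domain (10 uM final) in HEPES pH 7.5 buffer, then FITC-PTAP peptide was added at 50 nM final. After 20 min at RT, polarization reported peptide displacement across a qHTS concentration series.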
Menin-MLL TR inh: qHTS Assay for Inhibitors Targeting the Menin-MLL Interaction in MLL Related Leukemias: Competition With Texas Red Labeled MLL-derived Mutant Peptide. O00255. Potency, µM (doses to about 61.6 µM), for the others: top-dose FP activity change, negative = inhibition, usual class: inhibitors. Menin + Texas Red MLL mutant peptide, fluorescence polarization. actives 0.23% (n = 270,000); active = well fitted inhibition curve with a large enough effect in the polarisation, with a control signal flat, not every such curve was filed as active; inconclusive = small, poorly fitted or top-dose-only effect, or effect the other way, or a change in a side signal; inactive = no such curve, though single readings can be large or run the other way; the % refers to the polarisation; note: potency is the fitted concentration of half-maximal effect; % of control where 0% means no effect; many of its hits are not listed in these tables
Integrin act MD: qHTS for Activators of Integrin-Mediated Alleviation for Muscular Dystrophy. alpha7betagal myoblasts, beta-gal FDG fluorescence, 48 h. actives 0.064% (n = 350,000). AID 624291, 2012. Potency, µM (highest dose often 38.3 µM), for inactives: at the top dose activation, hits mostly activators;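 note: potency is the fitted concentration of half-maximal effect; 100% = response of the positive control SU9516; nearly all actives have a fitted effect of over 60% in size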
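alpha7betagal+/- myoblasts (passage 13, 250/well) treated 48 h at 37C with compounds at 1:260 dilution of DMSO stock. Lysed, then beta-galactosidase activity read as FDG fluorescence (ex 480/em 540) after 30 min, with pre-read for autofluorescence.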
Mito fusion act: qHTS Assay for Small Molecule Inhibitors of Mitochondrial Division or Activators of Mitochondrial Fusion | S. cerevisiae fusion-defective mutant growth rescue, CellTiterGlo 48 h | actives 0.23% (n = 320,000) | Potency, µM (highest dose often 46.1 µM), without a hit: at the highest dose growth rescue (activation), most hits filed as activators;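 note: potency is the fitted concentration of half-maximal effect; % of control where 0% means no effect; nearly all actives have a fitted effect of over 45% in size; temperature-sensitive fusion mutants such as fzo1-1 at 37 °C on non-fermentable ethanol glycerol medium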
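Growth-rescue viability read-out: after 48 h at the non-permissive 37C in glycerol/ethanol YPEG, yeast mitochondrial fusion mutants are measured by CellTiterGlo luminescence; compounds (23 nl pinned per well) restoring growth score as division inhibitors or fusion activators.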
S-ASM inh: Inhibitors of Secretory Acid Sphingomyelinase (S-ASM): qHTS; Sphingomyelin phosphodiesterase (Homo sapiens), P17405; Potency, µM (series often up to 57.5 µM), inactives show at the highest dose activity change, negative = inhibition, most hits filed as inhibitors; actives 0.006% (n = 340,000); placental ASM, HMU-PC fluorogenic substrate, 60 min; note: potency is the fitted concentration of half-maximal effect
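Fluorescence read-out (Ex 386 nm, Em 447 nm) after stopping the reaction at pH 10. Enzyme: ASM from human placenta; substrate HMU-PC0, 9 uM final; 60 min, 37 °C. Compound preincubation 10 min, ambient temperature.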
TCR act: Activators of T cell receptors: qHTS campaign. primary human leukocytes, anti-CD3, IL-2 HTRF, 48 h. Potency, µM (highest dose often 9.22 µM), for the others: at the top dose activation of IL-2 secretion, actives largely listed as activators. 330,000 tested, under 10 active. AID 504894, 2011; note: % of control where 0% means no effect
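IL-2 produced over 48 hr by a-CD3 bead-stimulated primary human leukocytes exposed to compounds was detected with a homogeneous time-resolved FRET immunoassay, 665nm acceptor signal after 320nm excitation.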
MBNL1 CUG block: qHTS Assay for Inhibitors of MBNL1-poly(CUG) RNA binding. Muscleblind-like protein 1 (Homo sapiens), Q9NR56. TR-FRET MBNL1-His/biotin-(CUG)12 binding, 665/545 ratio. Potency, µM (titrated, usually from 57.5 µM), for inactives: at the highest dose activity change, negative = inhibition, actives largely listed as inhibitors. actives 0.036% (n = 280,000); active = well fitted inhibition curve with a large enough effect in the signal ratio, with a control signal flat, not every such curve was filed as active; inconclusive = small, poorly fitted or top-dose-only effect, or effect the other way, or a change in a side signal; inactive = no such curve, though single readings can be large or run the other way; the % refers to the signal ratio; note: potency is the fitted concentration of half-maximal effect; % is set by controls: 0 for no effect and ±100 for the full control effect
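TR-FRET readout: Ex 340 nm, 665/545 nm emission ratio, normalized to buffer-only (basal) and MBNL1-(CUG)12 controls. Complex of MBNL1-His with Biotin-(CUG)12, compounds 92 nM–58 uM, incubated 60 min at room temperature.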
CXXC DNA block: qHTS Fluorescence Polarization Assay for Inhibitors of MLL CXXC domain - DNA interaction | Potency, µM (highest dose often 115 µM), for inactives: at the highest dose activity change, negative = inhibition, usual class: inhibitors | MLL-CXXC / FITC-HOXA9 DNA fluorescence polarization | actives 0.037% (n = 290,000) | AID 2662, 2010; active = well fitted inhibition curve with a large enough effect in the polarisation, with a control signal flat, not every such curve was filed as active; inconclusive = small, poorly fitted or top-dose-only effect, or effect the other way, or a change in a side signal; inactive = no such curve, though single readings can be large or run the other way; the % refers to the polarisation; note: potency is the fitted concentration of half-maximal effect
Target sequence (Q03164 whole entry, looked up, the tested form may be a part): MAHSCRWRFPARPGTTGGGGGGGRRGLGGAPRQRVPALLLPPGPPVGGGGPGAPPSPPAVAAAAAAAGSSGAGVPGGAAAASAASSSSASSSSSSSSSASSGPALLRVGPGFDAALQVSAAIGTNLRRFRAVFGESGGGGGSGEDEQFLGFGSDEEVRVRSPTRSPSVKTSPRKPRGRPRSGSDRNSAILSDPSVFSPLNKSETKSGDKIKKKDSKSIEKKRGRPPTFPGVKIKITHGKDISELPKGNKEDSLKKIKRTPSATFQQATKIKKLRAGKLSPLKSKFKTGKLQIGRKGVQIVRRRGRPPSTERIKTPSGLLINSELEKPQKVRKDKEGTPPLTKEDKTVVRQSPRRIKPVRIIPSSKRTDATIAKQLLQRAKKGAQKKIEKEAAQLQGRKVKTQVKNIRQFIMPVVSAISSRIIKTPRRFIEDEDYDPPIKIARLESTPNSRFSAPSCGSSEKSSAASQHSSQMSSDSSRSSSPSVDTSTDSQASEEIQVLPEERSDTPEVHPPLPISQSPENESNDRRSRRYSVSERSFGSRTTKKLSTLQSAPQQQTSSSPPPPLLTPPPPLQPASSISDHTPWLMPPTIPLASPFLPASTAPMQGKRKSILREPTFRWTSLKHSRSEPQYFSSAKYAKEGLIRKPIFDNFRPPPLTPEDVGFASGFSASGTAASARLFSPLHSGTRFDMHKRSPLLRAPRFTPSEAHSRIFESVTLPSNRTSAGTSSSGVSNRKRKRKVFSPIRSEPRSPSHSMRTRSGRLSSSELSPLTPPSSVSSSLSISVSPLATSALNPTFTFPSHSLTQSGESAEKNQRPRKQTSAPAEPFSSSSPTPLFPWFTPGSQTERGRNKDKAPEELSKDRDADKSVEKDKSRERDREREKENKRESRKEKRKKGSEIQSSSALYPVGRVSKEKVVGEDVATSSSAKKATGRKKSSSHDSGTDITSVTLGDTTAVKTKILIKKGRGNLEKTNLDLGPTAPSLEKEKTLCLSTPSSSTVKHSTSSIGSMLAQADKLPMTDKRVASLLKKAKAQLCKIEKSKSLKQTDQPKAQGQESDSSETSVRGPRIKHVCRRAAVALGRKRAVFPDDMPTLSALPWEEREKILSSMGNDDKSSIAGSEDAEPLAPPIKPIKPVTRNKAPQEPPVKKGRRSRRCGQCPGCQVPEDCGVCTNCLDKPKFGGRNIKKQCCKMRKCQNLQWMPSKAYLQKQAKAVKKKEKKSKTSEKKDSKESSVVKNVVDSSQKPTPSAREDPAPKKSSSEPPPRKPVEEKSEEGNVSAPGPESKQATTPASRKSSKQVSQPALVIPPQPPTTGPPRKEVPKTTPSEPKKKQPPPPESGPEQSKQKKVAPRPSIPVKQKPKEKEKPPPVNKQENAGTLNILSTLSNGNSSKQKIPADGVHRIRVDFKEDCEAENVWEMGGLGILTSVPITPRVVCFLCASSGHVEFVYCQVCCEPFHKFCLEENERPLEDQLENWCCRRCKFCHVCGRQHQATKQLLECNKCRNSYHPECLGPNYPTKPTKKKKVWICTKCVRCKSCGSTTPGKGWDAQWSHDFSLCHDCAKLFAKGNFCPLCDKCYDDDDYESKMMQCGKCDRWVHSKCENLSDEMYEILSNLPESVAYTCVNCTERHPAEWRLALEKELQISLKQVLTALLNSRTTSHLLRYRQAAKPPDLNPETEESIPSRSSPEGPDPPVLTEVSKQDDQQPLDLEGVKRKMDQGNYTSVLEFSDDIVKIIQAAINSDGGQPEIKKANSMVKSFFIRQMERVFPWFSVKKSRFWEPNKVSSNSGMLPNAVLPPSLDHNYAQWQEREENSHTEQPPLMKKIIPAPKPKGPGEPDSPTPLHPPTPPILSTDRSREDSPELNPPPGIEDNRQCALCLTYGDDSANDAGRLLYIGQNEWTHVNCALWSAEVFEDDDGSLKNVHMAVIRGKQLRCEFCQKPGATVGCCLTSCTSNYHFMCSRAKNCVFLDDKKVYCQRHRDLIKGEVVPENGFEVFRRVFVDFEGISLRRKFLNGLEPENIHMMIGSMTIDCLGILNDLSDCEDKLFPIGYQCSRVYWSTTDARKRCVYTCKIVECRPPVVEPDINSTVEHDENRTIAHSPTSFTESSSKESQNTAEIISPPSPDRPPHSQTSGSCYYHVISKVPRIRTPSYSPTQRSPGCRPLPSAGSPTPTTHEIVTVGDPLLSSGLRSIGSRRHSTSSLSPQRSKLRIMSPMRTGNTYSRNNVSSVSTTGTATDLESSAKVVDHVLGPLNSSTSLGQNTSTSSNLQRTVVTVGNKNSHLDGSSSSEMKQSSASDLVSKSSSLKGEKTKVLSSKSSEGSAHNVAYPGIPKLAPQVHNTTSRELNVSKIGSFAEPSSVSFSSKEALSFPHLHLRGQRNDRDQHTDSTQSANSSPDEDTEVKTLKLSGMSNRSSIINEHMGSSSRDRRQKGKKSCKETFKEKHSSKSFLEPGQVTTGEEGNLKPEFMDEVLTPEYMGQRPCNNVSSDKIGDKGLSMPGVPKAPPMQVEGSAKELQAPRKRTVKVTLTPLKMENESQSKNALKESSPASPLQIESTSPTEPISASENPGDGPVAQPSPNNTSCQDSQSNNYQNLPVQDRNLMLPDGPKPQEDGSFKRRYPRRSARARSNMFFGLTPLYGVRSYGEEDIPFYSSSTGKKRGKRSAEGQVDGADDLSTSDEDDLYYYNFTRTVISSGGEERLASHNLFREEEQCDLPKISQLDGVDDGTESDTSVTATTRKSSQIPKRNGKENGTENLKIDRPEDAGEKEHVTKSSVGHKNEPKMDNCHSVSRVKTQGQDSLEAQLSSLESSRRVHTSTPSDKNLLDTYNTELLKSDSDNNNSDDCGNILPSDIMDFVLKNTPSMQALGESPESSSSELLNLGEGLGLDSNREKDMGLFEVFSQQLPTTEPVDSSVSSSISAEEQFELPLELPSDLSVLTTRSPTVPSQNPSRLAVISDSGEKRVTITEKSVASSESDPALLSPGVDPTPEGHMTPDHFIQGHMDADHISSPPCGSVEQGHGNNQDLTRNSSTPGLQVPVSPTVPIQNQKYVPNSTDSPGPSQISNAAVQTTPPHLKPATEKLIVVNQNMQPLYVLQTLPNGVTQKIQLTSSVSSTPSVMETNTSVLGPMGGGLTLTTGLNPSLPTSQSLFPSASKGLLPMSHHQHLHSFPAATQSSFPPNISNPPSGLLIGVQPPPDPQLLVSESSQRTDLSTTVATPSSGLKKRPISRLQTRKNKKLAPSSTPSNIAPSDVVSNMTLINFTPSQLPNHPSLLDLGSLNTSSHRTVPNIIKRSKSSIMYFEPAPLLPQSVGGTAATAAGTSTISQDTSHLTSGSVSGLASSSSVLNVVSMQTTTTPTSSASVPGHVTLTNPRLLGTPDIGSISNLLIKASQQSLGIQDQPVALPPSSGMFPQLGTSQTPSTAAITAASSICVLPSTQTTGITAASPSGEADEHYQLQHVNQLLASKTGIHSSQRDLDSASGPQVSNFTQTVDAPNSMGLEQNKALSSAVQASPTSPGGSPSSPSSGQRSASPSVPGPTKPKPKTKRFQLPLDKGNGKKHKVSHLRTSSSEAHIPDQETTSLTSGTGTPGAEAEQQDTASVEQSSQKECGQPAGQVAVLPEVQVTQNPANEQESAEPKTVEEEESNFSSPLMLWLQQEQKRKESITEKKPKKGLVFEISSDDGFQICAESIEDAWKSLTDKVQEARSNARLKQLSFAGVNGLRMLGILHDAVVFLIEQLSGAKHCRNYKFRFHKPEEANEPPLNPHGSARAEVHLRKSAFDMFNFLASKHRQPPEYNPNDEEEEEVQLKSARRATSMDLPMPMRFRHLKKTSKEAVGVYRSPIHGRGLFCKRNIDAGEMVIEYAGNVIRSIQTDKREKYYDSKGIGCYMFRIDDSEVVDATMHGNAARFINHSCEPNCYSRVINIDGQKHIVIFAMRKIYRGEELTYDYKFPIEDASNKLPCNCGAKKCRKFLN
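Purified MLL-CXXC (added from a 7 uM solution) was preincubated 5 min at ambient with pinned compounds in 50 mM Tris-HCl pH 7.5, 50 mM NaCl, 1 mM DTT, 0.05% BSA. Fluorescein-labeled HOX-A9 DNA (50 nM solution) followed, 30 min, then polarization read.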
TSHR antagonist: Antagonists of the Thyroid Stimulating Hormone Receptor: HTS campaign; actives 0.2% (n = 330,000); TSHR-expressing cells, TSH-stimulated cAMP HTRF, 2 h; stronger effect = lower value; activity change, negative = inhibition, % at 11.5 µM; Thyrotropin receptor (Homo sapiens), P16473;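 active = activity change below a set negative limit, meaning inhibition stronger than a set level, cut at about -70% in these data; inconclusive = activity change between two set negative limits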; note: % is set by controls: 0 for no effect and ±100 for the full control effect
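Cell-based HTRF cAMP assay; TSHR cells + compound, TSH EC80 (4nM final), 2 h, 37 deg C. Lysis with anti-cAMP cryptate and cAMP-d2, 30 min RT, read 665/620 nm.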
A-T KAP1 phos: qHTS Assay for Identifying a Potential Treatment of Ataxia-Telangiectasia | Potency, µM (top dose mostly 57.5 µM), for inactives: top-dose activation, most hits filed as activators | AID 485349, 2010 | […] A-T fibroblasts, KAP-1 phosphorylation AlphaLISA; neocarzinostatin DNA damage 30 min before lysis | actives 0.19% (n = 320,000); note: potency is the fitted concentration of half-maximal effect; % of control where 0% means no effect; nearly all actives have a fitted effect of over 45% in size
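hTERT-immortalized A-T patient fibroblasts ([…]), 500 cells/well in OPTI-MEM, 1% FBS, got compounds for 60 min, then NCS for 30 min at 37C. Lysates were then assayed for phospho-KAP-1 by AlphaLISA (anti-pKAP1 donor, anti-KAP1 acceptor beads), 6 hr at 25C.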
Numbers without * were called inactive; ? = inconclusive; nt = not tested or not shown; [ ] = dose if it differs, or a comment. Unless noted, calls come from the whole dose curve; as a rule, active = well fitted curve in the direction sought with a large enough effect; inconclusive = small, poorly fitted or top-dose-only effect, or another doubt; inactive = no such curve, though single readings can be large; an effect the other way counts as inactive or inconclusive. An excerpt; count on the stated rates, not on these rows.

SMILES	PTAP TSG101 blk	Menin-MLL TR inh	Integrin act MD	Mito fusion act	S-ASM inh	TCR act	MBNL1 CUG block	CXXC DNA block	TSHR antagonist	A-T KAP1 phos
O=c1c2ccccc2[nH]c(=S)n1CCN1CCc2ccccc2C1	0%	nt	17%	0%	1%	4%	?	-3%	-6	-8%
CCCCn1c(N)c(N(CCOC)C(=O)CSc2nnc(-c3ccncc3)n2CCC)c(=O)[nH]c1=O	-4%	nt	12%	0%	7%	6%	nt	nt	2	1%
Cc1nsc(Nc2ccccc2)c1C#N	-5%	1%	-16%	-4%	3%	2%	-4%	4%	-1	1%
CCN(c1ccccc1)S(=O)(=O)c1ccc(NC(=S)NC(=O)c2cccs2)cc1	1%	-3%	-31%	1%	-10%	-5%	3%	-7%	-39	17%
COCC(=O)N1CCC(Oc2ccc(C(=O)N(C)CCCC3CCCC3)cc2)CC1	-3%	-25%	0%	?	0%	-3%	-1%	6%	-14	5%
O=C(NCc1ccc2c(c1)OCO2)c1cccc(S(=O)(=O)N2CCOCC2)c1	-1%	35%[activator]	3%	1%	0%	4%	-7%	0%	-2	-2%
Cc1ccc(-c2n[nH]c(=O)c3ccccc23)c(C)c1	-2%	-14%	-19%	3%	-2%	nt	-3%	-7%	-9	7%
CCOc1ccc(Cc2nc(N)nc(N)n2)cc1	0%	10%	-17%	-4%	1%	-5%[46.1 µM]	-3%	1%	2	3%
O=C(CC(=O)c1ccccn1)c1ccccc1	-2%	nt	1%	nt	-4%	-5%	nt	nt	nt	nt
COc1cccc(NC(=O)CSc2nnc(CN3CCOCC3)n2C)c1	-7%	-13%	8%	0%	-1%	0%	2%	5%	-4	7%
CC(C)(C)C(=O)N1CCc2cc(-c3csc(N)n3)ccc21	1%	15%	-4%	1%	2%	7%	?	4%	-20	-2%
O=C(O)CSc1ncccc1C(=O)O	-7%	6%	14%	1%	2%	-3%[46.1 µM]	5%	19%	12	-2%
Cc1ccc(S(=O)(=O)NCc2ccccc2)cc1C(=O)N1CCCCC1	-7%	nt	25%	1%	4%	-4%	-6%	-7%	14	6%
CC(C)(C)OC(=O)CNC(=O)c1nc[nH]c1C(=O)N1CCN(C(=O)OC(C)(C)C)CC1	1%	11%	1%	-3%	4%	-10%	-6%	-1%	-6	-7%
N#CCC(=O)N/N=C/c1cn(Cc2ccccc2C#N)c2ccccc12	-1%	nt	8%	-8%	1%	3%	nt	-3%	-5	4%
O=C(NCCCc1ccc(F)cc1)C1CCC(=O)N(CCN2CCOCC2)C1 (stereo not drawn)	-1%	3%	5%	-8%	4%	1%	3%	10%	4	5%
COc1ccc(/C=N/NC(=S)Nc2ccccc2[N+](=O)[O-])cc1O	0%	?	0%	3%	-15%	0%[46.1 µM]	nt	3%	9	-15%
COc1ccc(OCCCC(=O)OC(C)C(=O)Nc2cccc(C(C)=O)c2)cc1 (stereo not drawn)	-2%	nt	27%	4%	nt	-7%	-8%	11%	7	21%
CCOc1ccc(NC(=O)CN2CCN(CC(=O)Nc3ccc4c(c3)OCO4)CC2)cc1	0%	-14%	-3%	-9%	0%	1%	-3%	3%	2	15%
CCN(CC)c1ccc(/C=N/NC(=O)c2cnccn2)cc1	-2%	19%	-20%	3%	-7%	3%	?	10%	8	-5%
CCOc1ccc(CNC(=O)CCS(=O)(=O)Cc2ccccc2C)cc1OC	-1%	-17%	3%	-5%	4%	-6%	1%	-3%	-7	0%
CN(CCO)Cc1csc2ccc(Br)cc12	-1%	-8%	26%	-2%	2%	3%	-3%	8%	-7	1%
O=C(NNC(=O)C1CCN(Cc2ccc(F)cc2Cl)CC1)Nc1ccc([N+](=O)[O-])cc1	-5%	36%[activator]	16%	-4%	7%	-1%	9%	-5%	1	2%
Cc1ccc(CNC(=O)c2ccc(C#CC(C)(C)O)s2)cc1	1%	-9%	3%	-4%	3%	2%	3%	1%	-5	-2%
COC(=O)CN1C(=S)N(c2ccc(OC)cc2)C(=O)/C1=C/c1cccs1	-5%	-2%	?	-3%	-2%	0%[46.1 µM]	nt	-1%	5	-1%

Filtered by structure: the entries above containing two or more sulfur atoms
SMILES	PTAP TSG101 blk	Menin-MLL TR inh	Integrin act MD	Mito fusion act	S-ASM inh	TCR act	MBNL1 CUG block	CXXC DNA block	TSHR antagonist	A-T KAP1 phos
CCN(c1ccccc1)S(=O)(=O)c1ccc(NC(=S)NC(=O)c2cccs2)cc1	1%	-3%	-31%	1%	-10%	-5%	3%	-7%	-39	17%
COC(=O)CN1C(=S)N(c2ccc(OC)cc2)C(=O)/C1=C/c1cccs1	-5%	-2%	?	-3%	-2%	0%[46.1 µM]	nt	-1%	5	-1%

Fetched one by one from above, 2 records:
SMILES	PTAP TSG101 blk	Menin-MLL TR inh	Integrin act MD	Mito fusion act	S-ASM inh	TCR act	MBNL1 CUG block	CXXC DNA block	TSHR antagonist	A-T KAP1 phos
O=C(NCc1ccc2c(c1)OCO2)c1cccc(S(=O)(=O)N2CCOCC2)c1	-1%	35%[activator]	3%	1%	0%	4%	-7%	0%	-2	-2%
Cc1ccc(CNC(=O)c2ccc(C#CC(C)(C)O)s2)cc1	1%	-9%	3%	-4%	3%	2%	3%	1%	-5	-2%

(continued)
SMILES	PTAP TSG101 blk	Menin-MLL TR inh	Integrin act MD	Mito fusion act	S-ASM inh	TCR act	MBNL1 CUG block	CXXC DNA block	TSHR antagonist	A-T KAP1 phos
CN(CC(=O)Nc1ccc(N2CCOCC2)cc1)C(=O)COc1ccccc1F	-3%	nt	-10%	-2%	0%	4%	3%	4%	0	5%
O=[N+]([O-])c1ccccc1Nc1ccccc1[N+](=O)[O-]	-3%	nt	0%	nt	-1%	0%	nt	nt	nt	nt
COc1cccc(-c2csc(N3CCN(C(=O)Nc4ccc(Cl)cc4)CC3)n2)c1	5%	?	12%	9%	-4%	-16%	8%	-1%	-12	6%[11.5 µM]
CN(Cc1c(C(=O)N/N=C/c2ccccc2)nnn1-c1nonc1N)c1ccccc1	-1%	32%[activator]	19%	1%	-18%	-3%	-7%	1%	2	-14%
CCN(CC)CCn1c2c(c(SCC(=O)Nc3nccs3)nc1=O)CCCC2	-3%	nt	-8%	-3%	nt	5%	nt	nt	-2	3%
COc1ccc(OC)c(NC(=O)CCOc2cccc(C)c2)c1	-3%	-1%	-56%[inhibitor]	32%	-6%	3%	-7%	-7%	-19	-2%
O=C(NC(=S)Nc1cccnc1)c1cccc(Br)c1	0%	11%	-17%	-1%	1%	3%	2%	8%	-5	-9%
COc1cc(NC(=O)C2CCCO2)c(OC)cc1NC(=O)c1ccccc1 (stereo not drawn)	-7%	-8%	3%	5%	-1%	-2%	7%	2%	1	-2%
CCOC(=O)C1(Cc2ccc(OC)cc2)CCN(C(=O)c2cc(C)on2)CC1	-2%	-6%	-1%	5%	1%	6%	-2%	4%	2	2%
COc1cc(OC)cc(C(=O)NNC(=O)CCC2CCCC2)c1	-4%	nt	-12%	nt	2%	1%	nt	nt	-5	7%
CC(C)CNC(=O)NC(=O)COc1c(F)c(F)cc(F)c1F	-1%	-8%	20%	-3%	-7%	3%	-4%	-2%	3	-3%
O=C(/C=C/c1ccccc1Cl)Nc1cccnc1	-6%	23%	?	5%	-4%	nt	?	-3%	-6	-9%
COc1ccc(CNC(=O)Nc2cccc(C(F)(F)F)c2)cc1OC	-6%	4%	-19%	-16%	-2%	-3%[46.1 µM]	-9%	-6%	-13	-1%
Cc1c(C=O)c2cc(OCc3ccccc3)ccc2n1C	-4%	?	7%	3%	-7%	-1%	10%	12%	0	16%
